Source: PubChem BioAssay
BAP1 block – inhibitors of human BAP1 deubiquitinase. Q92560. AID 436. recombinant BAP1, Ub-AMC hydrolysis fluorescence kinetic; hits give low values. actives 0.48% (n = 72,000). activity remaining (% of control), % at 20 µM;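 active = activity remaining at or below 50% of control, provided the compound also passes the data quality filters; inactive = the rest, including low values that fail the filters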;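 also: 100% = DMSO wells rate and 0% = substrate alone blank rate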
Target sequence (Q92560 whole entry, looked up): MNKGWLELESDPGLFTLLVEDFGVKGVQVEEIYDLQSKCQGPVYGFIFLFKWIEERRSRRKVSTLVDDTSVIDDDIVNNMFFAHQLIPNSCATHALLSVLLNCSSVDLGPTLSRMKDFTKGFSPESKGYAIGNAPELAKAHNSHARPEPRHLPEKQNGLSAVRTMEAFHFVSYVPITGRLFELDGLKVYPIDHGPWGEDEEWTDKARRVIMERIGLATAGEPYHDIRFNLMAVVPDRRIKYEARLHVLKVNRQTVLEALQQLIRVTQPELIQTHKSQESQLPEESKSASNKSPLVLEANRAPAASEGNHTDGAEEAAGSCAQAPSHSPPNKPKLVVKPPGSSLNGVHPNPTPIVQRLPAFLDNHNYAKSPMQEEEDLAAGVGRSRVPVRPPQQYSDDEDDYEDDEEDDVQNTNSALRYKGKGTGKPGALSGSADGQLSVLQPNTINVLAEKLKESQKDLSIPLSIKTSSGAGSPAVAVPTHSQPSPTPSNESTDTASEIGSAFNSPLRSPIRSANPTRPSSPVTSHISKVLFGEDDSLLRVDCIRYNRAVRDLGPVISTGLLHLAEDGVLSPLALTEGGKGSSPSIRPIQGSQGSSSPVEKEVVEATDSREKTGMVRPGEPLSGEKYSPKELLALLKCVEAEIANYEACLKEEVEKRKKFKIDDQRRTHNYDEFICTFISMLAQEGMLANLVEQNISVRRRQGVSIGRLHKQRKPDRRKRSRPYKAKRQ
HePTP inhibitor – human HePTP phosphatase inhibition; P35236; recombinant HePTP phosphatase activity, OD absorbance; inhibition, % at 20 µM; actives 0.64% (n = 110,000); AID 521; in the data active = inhibition above about 50%;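 also: plate controls were vehicle for no effect and reference inhibitor for full effect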
Target sequence (P35236 whole entry, looked up): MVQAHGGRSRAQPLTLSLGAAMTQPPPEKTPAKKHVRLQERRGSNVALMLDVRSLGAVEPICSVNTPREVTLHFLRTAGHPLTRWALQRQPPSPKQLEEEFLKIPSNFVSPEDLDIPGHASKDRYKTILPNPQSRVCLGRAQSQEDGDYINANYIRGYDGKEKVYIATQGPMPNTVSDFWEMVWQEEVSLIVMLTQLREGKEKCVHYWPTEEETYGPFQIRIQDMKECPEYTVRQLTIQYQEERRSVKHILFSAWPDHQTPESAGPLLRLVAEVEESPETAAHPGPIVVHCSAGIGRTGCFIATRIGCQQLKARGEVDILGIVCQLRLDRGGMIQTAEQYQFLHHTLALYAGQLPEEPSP
Starred values were filed as active, the others as inactive; / = not tested or not shown; & = joins results of further samples.

SMILES	BAP1 block	HePTP inhibitor
Cn1c(=O)oc2cc(S(=O)(=O)Nc3cccc4c3CCCC4)ccc21	115	-11
COc1ccc(N(CC(=O)Nc2ccc(Cl)cc2)S(=O)(=O)c2ccccc2)cc1Cl	/	-17
O=C(O)c1ccc(N2CCCC2=O)cc1	95	-5
CCOC(=O)C1=C(N)Oc2cc(O)ccc2C1c1ccc([N+](=O)[O-])cc1 (stereo not drawn)	/	-5
Cc1ccc(-c2[nH]n3c(=O)c4c(nc3c2C)CCS4)cc1	/	8
CCOc1ccccc1NC(=O)c1ccc(Cl)cc1Cl	/	-3
Cc1cccc(S(=O)(=O)Nc2nc3ccccc3nc2NCc2ccco2)c1	/	13
O=C(c1csc(Nc2ccccc2Cl)n1)N1CCCC1	98	5
COc1ccccc1NC(=O)C1=C(C)Nc2ncnn2C1c1ccccc1C (stereo not drawn)	94	5
Cc1cc(NC(=O)COc2cccc(C)c2C)no1	82	31
O=C(O)CN1CCOCCOCCN(CC(=O)O)CCOCCOCC1	74	-2
COCCn1c(Cc2ccccc2)nnc1SCC(=O)NC(C)(C)C	109	4
O=C(Nc1c(-c2ccccc2)nc2sccn12)c1ccccc1	92	2
COc1cc(Cn2ccnc2)c(OC)cc1Cn1ccnc1	108	9
CCOC(=O)CSc1nnc(CNc2ccc(F)cc2)o1	113	8
Nc1nonc1C(=O)NCCNCc1cc(Br)ccc1OCc1ccccc1F	110	-2
COc1ccc(-c2nnc(NC(=O)c3ccc(S(=O)(=O)N4CCc5ccccc5C4)cc3)o2)cc1	135	0
Cc1ccc(-n2c(SCC(=O)Nc3cc(C)on3)nc3c(c2=O)SC(C)C3)cc1 (stereo not drawn)	89	-7
CCCC(CCC(=O)OC)(C(=O)OCC)c1csc(N)n1 (stereo not drawn)	113	4
Cc1ccc(NC(=O)N(CCCN2CCOCC2)Cc2cc3cc4c(cc3[nH]c2=O)OCO4)cc1	/	8
CCOC(=O)c1ccccc1NC(=O)Cn1cnc2c(cnn2-c2ccccc2)c1=O	90	7
Nc1c(Sc2ccccc2)c(=O)[nH]c(=O)n1Cc1ccccc1	114	2
C=CCc1ccccc1OCc1nnc(NC(=O)Nc2ccccc2)s1	/	-5
COC(=O)c1c(NC(=O)c2ccco2)sc2c1CCC(C)C2 (stereo not drawn)	/	-20
Cc1[nH]n2c(=O)c3c(nc2c1-c1ccccc1)CCC3	119	11
Cc1nc2ccc(S(=O)(=O)NC(C(=O)N3CCn4c3nc3ccccc34)C(C)C)cc2s1 (stereo not drawn)	88	-9
Cc1[nH]n(-c2ccc(Cl)cc2)c(=O)c1C=Nc1ccc(S(=O)(=O)N2CCOCC2)cc1	/	-16
CCc1cccc(C)c1NC(=O)CCCC(=O)O	/	3&4
COc1ccccc1NC(=O)CSc1nnc(Cc2ccccc2)o1	147	0
COc1ccc(C2C(C(C)=O)=C(Nc3ccccc3)CC(C)(O)C2C(C)=O)cc1 (stereo not drawn)	/	6
CCOC(=O)C1=C(C)NC2=C(C(=O)CCC2)C1c1cccnc1 (stereo not drawn)	/	2
O=C(c1ccc(S(=O)(=O)N2CCOCC2)cc1)N1CCN(c2ccc(F)cc2)CC1	96	6
Cc1ccc(S(=O)(=O)NCCN=C(CN2CCOCC2)NS(=O)(=O)c2ccc(C)cc2)cc1	100	12
O=C(Nc1c(Cl)cccc1Cl)c1ccccc1	/	0
Cc1n[nH]c(C)c1Sc1ccccc1N=Cc1ccc2ccccc2c1	/	2
CC1C2CC(C(S(=O)(=O)N3CCOCC3)C2=O)C1(C)C (stereo not drawn)	95	-3
O=c1oc2ccccc2c(O)c1/C=C1\C=Nc2ccccc21	/	-2
CCN1CCN(C(=O)Nc2ccc(Cc3ccc(NC(=O)N4CCN(CC)CC4)cc3)cc2)CC1	95	-14
C=CCOc1nc2c(c(=O)n(C)c(=O)n2C)n1Cc1ccccc1Cl	81	6
CC1(C)CC2(CCO1)OC(=O)CC2C(=O)NCc1ccccc1 (stereo not drawn)	91	-1

Not a retest: entries from further up.
SMILES	BAP1 block	HePTP inhibitor
CCN1CCN(C(=O)Nc2ccc(Cc3ccc(NC(=O)N4CCN(CC)CC4)cc3)cc2)CC1	95	-14
C=CCOc1nc2c(c(=O)n(C)c(=O)n2C)n1Cc1ccccc1Cl	81	6
CC1(C)CC2(CCO1)OC(=O)CC2C(=O)NCc1ccccc1 (stereo not drawn)	91	-1

A draw from above in order of SMILES length, ascending.
SMILES	BAP1 block	HePTP inhibitor
O=C(O)c1ccc(N2CCCC2=O)cc1	95	-5
O=C(Nc1c(Cl)cccc1Cl)c1ccccc1	/	0
Cc1cc(NC(=O)COc2cccc(C)c2C)no1	82	31
CCOc1ccccc1NC(=O)c1ccc(Cl)cc1Cl	/	-3
CCOC(=O)CSc1nnc(CNc2ccc(F)cc2)o1	113	8
CCCC(CCC(=O)OC)(C(=O)OCC)c1csc(N)n1 (stereo not drawn)	113	4
O=C(O)CN1CCOCCOCCN(CC(=O)O)CCOCCOCC1	74	-2
Cc1[nH]n2c(=O)c3c(nc2c1-c1ccccc1)CCC3	119	11
COCCn1c(Cc2ccccc2)nnc1SCC(=O)NC(C)(C)C	109	4
CC1(C)CC2(CCO1)OC(=O)CC2C(=O)NCc1ccccc1 (stereo not drawn)	91	-1
Cc1ccc(-c2[nH]n3c(=O)c4c(nc3c2C)CCS4)cc1	/	8
Nc1nonc1C(=O)NCCNCc1cc(Br)ccc1OCc1ccccc1F	110	-2
COc1ccccc1NC(=O)C1=C(C)Nc2ncnn2C1c1ccccc1C (stereo not drawn)	94	5
C=CCOc1nc2c(c(=O)n(C)c(=O)n2C)n1Cc1ccccc1Cl	81	6
Cn1c(=O)oc2cc(S(=O)(=O)Nc3cccc4c3CCCC4)ccc21	115	-11
CCOC(=O)c1ccccc1NC(=O)Cn1cnc2c(cnn2-c2ccccc2)c1=O	90	7
CCOC(=O)C1=C(N)Oc2cc(O)ccc2C1c1ccc([N+](=O)[O-])cc1 (stereo not drawn)	/	-5
COc1ccc(C2C(C(C)=O)=C(Nc3ccccc3)CC(C)(O)C2C(C)=O)cc1 (stereo not drawn)	/	6
COc1ccc(N(CC(=O)Nc2ccc(Cl)cc2)S(=O)(=O)c2ccccc2)cc1Cl	/	-17
Cc1nc2ccc(S(=O)(=O)NC(C(=O)N3CCn4c3nc3ccccc34)C(C)C)cc2s1 (stereo not drawn)	88	-9
Cc1ccc(S(=O)(=O)NCCN=C(CN2CCOCC2)NS(=O)(=O)c2ccc(C)cc2)cc1	100	12
Cc1[nH]n(-c2ccc(Cl)cc2)c(=O)c1C=Nc1ccc(S(=O)(=O)N2CCOCC2)cc1	/	-16
COc1ccc(-c2nnc(NC(=O)c3ccc(S(=O)(=O)N4CCc5ccccc5C4)cc3)o2)cc1	135	0

Other results
SMILES	BAP1 block	HePTP inhibitor
CC(C)N1C(=O)C2C(C(=O)NC3CCCCC3)C3C=CC2(O3)C1C(=O)NC1CCCCC1 (stereo not drawn)	104	2
CC(=O)/C(C1=C(C(C)(C)C)C(=O)C(=O)C(C(C)(C)C)=C1)=C(/C)O	/	5
Cc1ccc(COc2ccccc2C=C2C(=O)NC(=S)NC2=O)cc1	/	-5
Cc1c(N(C(=O)c2ccc(F)cc2)C(C)C)c(=O)n(-c2ccccc2)n1C	/	-14
CN(C)c1ccc(C=NCC2(O)CCOC(C)(C)C2)cc1 (stereo not drawn)	124	9
O=C(CSc1nc2sc3c(c2c(=O)[nH]1)CCCC3)NCc1cccnc1	/	12
CCOc1ccc(C(=O)Nc2ccc(O)c(-c3nc4ccccc4s3)c2)cc1Cl	/	5
CCCn1c(=O)c(C(=O)Nc2cnccn2)c(O)c2ccccc21	69	-9
Cc1cc(OCC(=O)Nc2ccc3c(c2)OCCO3)cc(C)c1Cl	/	-4
O=C(CC(c1ccccc1)C1([N+](=O)[O-])C(=O)c2ccccc2C1=O)c1ccccc1 (stereo not drawn)	143	/
O=C(CSc1nnc(-c2ccco2)o1)Nc1ccc(F)cc1	/	-7
C/C=C/COC(=O)c1[nH]c2c(c1C)C(=O)CC(c1ccc(N(C)C)cc1)C2 (stereo not drawn)	64	8
Cc1ccc(C(=O)Nc2ccc(NC(=O)c3ccco3)cc2)cc1C	/	7
COc1cc(NC(=O)CCc2ccccc2)c(C(=O)O)cc1OC	99	-8
Cc1cc(C)cc(NC(=O)COc2ccc(C(C)C)cc2)c1	/	8
C=CCNS(=O)(=O)c1sccc1/C=N/O	75	-8
CN(CC(=O)NC1CCCCC1)S(=O)(=O)c1cccc2nsnc12	77	8
COc1ccc(C(=O)N2CCN(Cc3ccc(C)cc3C)CC2)cc1	/	9
COc1ccc(N2CCN(C(=O)Cn3nnc(-c4ccc(OC)c(OC)c4)n3)CC2)cc1	101	3
CN1C(=O)c2ccc(NC(=O)C3CCCCC3)cc2C1=O	99	3
COc1ccc(OC)c(NC(=O)CN(c2ccc(C)cc2)S(=O)(=O)c2c(C)noc2C)c1	64	-6
CCOC(=O)c1c(NC(=O)CNCC(O)CO)sc(C)c1C (stereo not drawn)	88	6
O=C(NC(Nc1ccc([N+](=O)[O-])cc1)C(=O)c1ccccc1)c1ccco1 (stereo not drawn)	/	-3
CSc1ccccc1-n1nnnc1SCC(=O)NCc1cccs1	54	1
O=c1[nH]cnc2scc(C3COc4ccccc4O3)c12 (stereo not drawn)	107	6
O=C(COC(=O)C1CC(=O)N(c2ccccc2)C1)c1ccccc1 (stereo not drawn)	85	-3
COC(=O)c1cccc(-n2c(C)cc(/C=C3\SC(NC(C)=O)=NC3=O)c2C)c1	/	-1
COC(=O)c1c(NC(=O)c2ccc(F)cc2)sc(Cc2ccccc2)c1C	/	8
CC(C)(C)NCc1cccn1-c1sc2c(c1C#N)CCCC2	96	6
O=C(Nc1ccc2c(c1)Cc1ccccc1-2)c1ccco1	/	3
O=C(CN1CCN(C(=O)c2cccc(F)c2)CC1)Nc1ccccc1F	94	10
CCC(c1nnnn1Cc1cccs1)N1CCN(c2nc3ccccc3s2)CC1 (stereo not drawn)	/	-7
Cc1ccc(Nc2ncc3c(n2)CC(c2ccco2)CC3=O)c(C)c1 (stereo not drawn)	91	12
CC(=O)Nc1ccc(NC(=S)NC(NC(=O)c2ccc(C)cc2)C(Cl)(Cl)Cl)cc1 (stereo not drawn)	/	3
COc1ccc2[nH]c(C(=O)O)c(CCC(=O)O)c2c1	62	-6
Cc1ccc(-n2c(C)cc(C=O)c2C)cc1C	/	-7
COc1cccc(NC(=O)CSc2ncnc3c2oc2ccccc23)c1	79	5
Cc1cc(C)cc(NC(=O)c2c(-c3c(Cl)cccc3Cl)noc2C)c1	/	3
CCOC(=O)c1c(NC(=O)c2ccco2)sc2c1CCC(CC)C2 (stereo not drawn)	/	10
CN1/C(=C\C(=O)COc2ccc3c(c2)OCO3)C(C)(C)c2ccccc21	/	0
O=C1C2C3C=CC(O3)C2C(=O)N1CC(O)c1ccccc1 (stereo not drawn)	133	1
Cc1cc2n(n1)C(c1sccc1C)Nc1ccccc1-2 (stereo not drawn)	/	-4
COCc1cc(=O)n2c([nH]c3ccccc32)c1C#N	/	-9
O=C1CCCC2=C1C(c1cn(-c3ccccc3)nc1-c1cccs1)c1c([nH]c(=O)[nH]c1=O)N2 (stereo not drawn)	/	2
Cc1nc2ccc(F)cc2cc1C(=O)NCc1ccco1	65	2
COC(=O)c1cc(C(=O)N(Cc2ccccc2)c2ccccn2)cc([N+](=O)[O-])c1	/	-1
O=C(O)Cc1ccc(/C(=N\O)c2cccs2)s1	/	5
NC(=O)c1ccc(NC(=O)Cc2ccc(Cl)cc2)cc1	/	6
N#Cc1cccc(N=c2oc3ccc(Br)cc3cc2-c2nc3ccccc3[nH]2)c1	68	/
O=S(=O)(c1ccccc1)N1C2CCC1CC(O)(c1cccnc1)C2 (stereo not drawn)	95	5
COc1ccc(C(=O)Nc2sc3c(c2C(=O)OC(C)C)CCCC3)cc1OC	/	3
O=C(CSc1nnc(CNC(=O)c2ccccc2F)o1)NCCc1ccccc1	76	4
CC(C)(C)CC(C)(C)NC(=O)CSc1nnc(N)s1	/	11
O=C(c1ccc2c(c1)OCCO2)c1ccccc1Cl	125	/
COCc1nnc(NC(=O)C(C)C)s1	82	-4
N/C(=N\OC(=O)c1ccc(Br)cc1)c1ccncc1	/	-5
O=C(NCCN1CCCC1)c1ccc(CS(=O)(=O)c2c(Cl)cccc2Cl)o1	94	-1
Cc1sc(NC(=O)c2cccs2)c(C#N)c1C	/	11
Cc1cc(C)n2cc(CSc3nnc(-c4ccccc4)o3)nc2n1	104	6
CCC(c1nnnn1C(C)(C)CC)N(CCCO)Cc1cc2cc(C)cc(C)c2[nH]c1=O (stereo not drawn)	109	5
New compounds follow:
SMILES	BAP1 block	HePTP inhibitor
O=C(Cn1ncc2c(=O)oc3ccccc3c21)N1CCCN(Cc2ccccc2F)C1	95	6
O=C(NCc1ccccc1)c1cccc(S(=O)(=O)N2CCOCC2)c1	/	6
CCN(CC)Cc1c(C(=O)OC)nnn1-c1nonc1N	95	-8
O=C1NC(=O)N(c2cccc(Br)c2)C(=O)/C1=C/c1cccs1	/	4
Cc1ccc(C(=O)NC2CC(C)(C)NC(C)(C)C2)cc1	/	-5
O=C(O)C1C2CCC(C2)C1C(=O)Nc1nc(-c2ccc(F)cc2F)cs1 (stereo not drawn)	/	8
CC(=O)c1cc(F)c(N2CCN(C(=O)Cc3ccccc3)CC2)cc1C	88	-1
CC(=O)Oc1ccc(/C(C)=N/N2CCN(Cc3cccc4ccccc34)CC2)cc1	/	0
Cc1cc(/C=C2/SC(=S)NC2=O)c(-c2ccccc2)n1-c1ccccc1	/	-8
CCOc1ccc(NC(=O)CSc2nc3cccnc3n2CCOC)cc1	80	-1
Cc1nc2c(oc3ccc(Br)cc32)c(=O)[nH]1	105	/
CCOC(=O)c1[nH]c2cc3c(cc2c1NC(=O)CN1CCCCC1C)OCO3 (stereo not drawn)	188	6
Cn1c(SCC(=O)NCc2ccc3c(c2)OCO3)nnc1-c1cccs1	/	-4
COC(=O)c1ccc(Cl)c(NC(=O)CN2CCOCC2)c1	126	5
O=C(O)c1cc(C(=O)O)c2cc(Cl)ccc2n1	/	9
COc1ccc(CNC(=O)CSc2nc(-c3ccccc3)c(-c3ccccc3)[nH]2)cc1	/	-5
O=C(CSc1nnc(CNC(=O)c2cccs2)o1)c1ccc(Cl)cc1	88	-8
CN1CC(=O)NC1=NC(=O)C12CC3CC(CC(C3)C1)C2	113	0
